ROC1-CUL1 inh: inhibitors of human ROC1-CUL1 ubiquitin ligase activity; hit rate 0.6% among 140,000; P62877+Q13616; in vitro K48 di-Ub FRET, acceptor:donor ratio, 45 min; inhibition, % at 10 µM; AID 1347404; in the data active = inhibition above about 25%
Target sequence (P62877 whole entry, looked up): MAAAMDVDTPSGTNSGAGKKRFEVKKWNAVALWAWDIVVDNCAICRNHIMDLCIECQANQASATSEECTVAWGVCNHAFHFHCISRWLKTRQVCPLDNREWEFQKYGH
Target sequence (Q13616 whole entry, looked up): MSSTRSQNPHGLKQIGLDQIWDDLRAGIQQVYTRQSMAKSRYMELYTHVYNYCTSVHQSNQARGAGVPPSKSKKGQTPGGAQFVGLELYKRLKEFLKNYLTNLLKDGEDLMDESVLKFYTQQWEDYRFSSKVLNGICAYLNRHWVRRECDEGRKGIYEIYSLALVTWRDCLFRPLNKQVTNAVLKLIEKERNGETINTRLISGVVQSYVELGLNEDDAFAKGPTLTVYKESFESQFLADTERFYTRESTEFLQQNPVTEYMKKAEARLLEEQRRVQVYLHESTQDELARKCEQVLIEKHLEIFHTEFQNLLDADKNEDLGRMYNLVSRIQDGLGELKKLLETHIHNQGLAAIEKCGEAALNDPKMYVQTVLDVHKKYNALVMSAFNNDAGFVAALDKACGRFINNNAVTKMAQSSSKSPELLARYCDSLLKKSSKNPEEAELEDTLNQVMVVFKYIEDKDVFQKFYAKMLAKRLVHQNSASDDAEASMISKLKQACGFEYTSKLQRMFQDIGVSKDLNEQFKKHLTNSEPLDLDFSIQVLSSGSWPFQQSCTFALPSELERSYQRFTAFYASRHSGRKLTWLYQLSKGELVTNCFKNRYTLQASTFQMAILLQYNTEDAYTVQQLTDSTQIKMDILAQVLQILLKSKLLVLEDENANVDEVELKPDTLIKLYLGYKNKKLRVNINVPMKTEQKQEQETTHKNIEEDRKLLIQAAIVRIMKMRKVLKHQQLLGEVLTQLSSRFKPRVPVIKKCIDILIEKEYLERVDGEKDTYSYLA
Starred values were filed as active, the others as inactive. Not all compounds are listed; count on the stated rates, not on these rows.

ROC1-CUL1 inh	smiles
4	O=C1/C(=C\c2cc3c(cc2Br)OCO3)Sc2ccccc21
6	CCOC(=O)C1(CCOc2ccccc2)CCN(C(=O)c2ccnn2C)CC1
0	CCOC(=O)C(NC(=O)c1ccccc1F)(Nc1cccc(OC(F)(F)F)c1)C(F)(F)F (stereo not given)
0	Cc1cccc(NC(=O)C2CC2)c1
11	O=C(c1ccccc1F)N1CCC(C(=O)N2CCc3ccccc32)CC1
-1	CCN(C(=O)CSc1nc(-c2ccccc2)no1)c1ccccc1
-1	COc1cc(CNC(=O)c2cc3n(n2)CCCN(Cc2ccc(C)cc2)C3=O)cc(OC)c1OC
6	Cc1cccc(C(=O)N=Nc2c(O)[nH]c3ccccc23)c1
2	COc1cc(/C=C/CN2CCC(Oc3ccccc3C(=O)N3CCCC3)CC2)ccc1O
1	Cc1cccc(NC(=O)CSc2nnc(CNc3cccc(Cl)c3)o2)c1C
-5	c1ccc(OCc2nn3c(-c4ccccc4)nnc3s2)cc1
1	O=S(=O)(c1ccc(Cl)cc1)N1c2ccccc2Oc2nc3ccccc3nc21
7	CCOc1ccccc1NC(=O)CN1C(=O)COc2ccc(S(=O)(=O)N3CCCCCC3)cc21
-6	COc1ccc(CC2(CCC(=O)N[C@@H](Cc3ccccc3)C(N)=O)CCC(=O)N2)c(F)c1 (stereo not given in full)
-12	COc1ccc(C2C(Cl)C(=O)N2c2ccc(C)cc2)cc1O (stereo not given)
-2	COc1cc(OC)cc(C(=O)Nc2ccc(S(=O)(=O)Nc3ncccn3)cc2)c1
-5	O=C(Nc1nnc(CSCc2ccccc2F)s1)C1CCCCC1
-5	COc1ccc(/C=C/C(=O)N2c3ccccc3C(C)(c3ccccc3)CC2(C)C)cc1OC (stereo not given)
4	COc1ccc(S(=O)(=O)N2Cc3ccccc3CC2C(=O)Nc2ccc(C)cc2)cc1OC (stereo not given)
-10	C=CCC(O)(CC=C)CNC(=O)C1CCC(=O)N(Cc2ccccc2OC)C1 (stereo not given)
-7	CCN(CC)C(=O)CCSc1nnc(-c2ccncc2)o1
1	CC(=O)n1cc(/C=C/C=N/NC(=O)c2ccncc2)c2ccccc21
-6	COc1ccc(C2c3c(n(C)c4ccccc34)C(=O)N2CC(=O)Nc2cc(Cl)ccc2C)cc1 (stereo not given)
2	Cc1c(Cc2ccccc2)sc(NC(=O)c2sc3ccccc3c2Cl)c1C(N)=O
2	CCOc1ccc(CNS(=O)(=O)c2cc3c(cc2C)NC(=O)CO3)cc1OC
-2	CCN1CCN(c2c(Cl)cccc2NC(=O)c2ccc(OC)cc2)CC1
-2	O=C(NCc1ccc(F)cc1)c1ccc(C(=O)NCc2ccc(F)cc2)nc1
-2	CCCN1CCn2c3c(c4cc(C)ccc42)CCCC31 (stereo not given)
6	COc1ccc(C)cc1NC(=O)CN1CCN(c2ccccc2F)CC1
7	CCn1ccc(-c2cccc(-c3ccncc3)c2)n1
-3	CC(C)(C)c1ccccc1OCC(=O)Nc1nnc(C2CCCCC2)s1
4	COC(=O)C(CCSC)NC1CCN(c2ccc(NC(=O)Cc3cccc(F)c3)cc2)CC1 (stereo not given)
2	Nc1c(Cl)nsc1Br
2	Oc1ccccc1-c1cc(-c2ccccc2)nc(N/N=C/c2ccc(F)cc2)n1
4	Cc1cc(-c2nc3ccccc3s2)ccc1NC(=O)c1cc(Cl)ccc1Cl
6	CCCCOC(=O)c1ccc(NC(=O)CC2NCCNC2=O)cc1 (stereo not given)
-1	CCOC(=O)CC(NC(=O)c1cc2c(=O)n3cccc(C)c3nc2s1)c1ccc(OCC(C)C)c(OC)c1 (stereo not given)
9	O=C1OC(Cc2ccccn2)C(=O)C1=C1SCCS1 (stereo not given)
-4	Cc1cc(C)n(/N=C/c2cccnc2)c(=O)c1C#N
1	CCOc1ccc(NC(=O)CSc2nnc(-c3ccncc3)n2-c2ccccc2)cc1
-7	CCCc1nnc(NC(=O)Cc2coc3cc(C)cc(C)c23)s1
5	Cc1ccc(/C=N/NC(=O)c2cc(-c3ccc(Cl)cc3)nc3ccccc23)s1
0	Cc1ccccc1C(=O)OCc1cc(=O)n2c(C)csc2n1
4	COc1ccccc1/C=C1\SC(=S)NC1=O
7	COc1ccc(-c2cc(C)no2)cc1S(=O)(=O)N1CCCC(C)C1 (stereo not given)
-4	Fc1ccc(NCc2ccccc2-c2nnc(-c3ccccc3Cl)o2)cc1Cl
-5	CCc1nnc(SCC(=O)Nc2cc(Cl)c(OC)cc2OC)c2cc3oc(C)cc3n12
2	COc1ccc(-c2noc(-c3cccc(OC)c3OC)n2)cc1
1	CCOC(=O)c1c(C)n(-c2ccccc2C)c2ccc(O)cc12
-4	Cc1ccc(-n2c(=O)c3c4c(sc3n(Cc3cc(=O)n5ccccc5n3)c2=O)CCC4)cc1C
0	CCCCCC(=O)Oc1ccccc1
-2	O=C(NCc1ccc2c(c1)OCO2)c1cc(-c2ccccc2)on1
-6	CN(C)c1ccc(/C=C2\C(=O)c3ccccc3C(=O)C2C(=O)c2ccccc2)cc1 (stereo not given)
2	NNC(=O)c1cc2nc(-c3cccs3)cc(C(F)(F)F)n2n1
4	CCc1noc(C)c1C(=O)Nc1sc(C)cc1C(=O)OC
-1	O=C(Cc1ccc(Br)cc1)NC1CCCCCC1
-5	Cc1ccc(C(=O)NC(C)C)cc1NS(C)(=O)=O
-4	Cc1cc(=O)n(Cc2cccc(F)c2)c2c1c(C)nn2-c1cccc(F)c1
105*	CC(=O)Oc1ccc(O)c2c1C(=O)C=CC2=O
4	COc1cncc(C(=N)C2C(=O)OC(C)(C)OC2=O)n1

Another view of part of the listing above:
Molecule,ROC1-CUL1 inh
O=C1OC(Cc2ccccn2)C(=O)C1=C1SCCS1 (stereo not given),9
Cc1cc(C)n(/N=C/c2cccnc2)c(=O)c1C#N,-4
CCOc1ccc(NC(=O)CSc2nnc(-c3ccncc3)n2-c2ccccc2)cc1,1
CCCc1nnc(NC(=O)Cc2coc3cc(C)cc(C)c23)s1,-7
Cc1ccc(/C=N/NC(=O)c2cc(-c3ccc(Cl)cc3)nc3ccccc23)s1,5
Cc1ccccc1C(=O)OCc1cc(=O)n2c(C)csc2n1,0
COc1ccccc1/C=C1\SC(=S)NC1=O,4
COc1ccc(-c2cc(C)no2)cc1S(=O)(=O)N1CCCC(C)C1 (stereo not given),7
Fc1ccc(NCc2ccccc2-c2nnc(-c3ccccc3Cl)o2)cc1Cl,-4
CCc1nnc(SCC(=O)Nc2cc(Cl)c(OC)cc2OC)c2cc3oc(C)cc3n12,-5
COc1ccc(-c2noc(-c3cccc(OC)c3OC)n2)cc1,2
CCOC(=O)c1c(C)n(-c2ccccc2C)c2ccc(O)cc12,1
Cc1ccc(-n2c(=O)c3c4c(sc3n(Cc3cc(=O)n5ccccc5n3)c2=O)CCC4)cc1C,-4
CCCCCC(=O)Oc1ccccc1,0
O=C(NCc1ccc2c(c1)OCO2)c1cc(-c2ccccc2)on1,-2
CN(C)c1ccc(/C=C2\C(=O)c3ccccc3C(=O)C2C(=O)c2ccccc2)cc1 (stereo not given),-6
NNC(=O)c1cc2nc(-c3cccs3)cc(C(F)(F)F)n2n1,2
CCc1noc(C)c1C(=O)Nc1sc(C)cc1C(=O)OC,4
O=C(Cc1ccc(Br)cc1)NC1CCCCCC1,-1
Cc1ccc(C(=O)NC(C)C)cc1NS(C)(=O)=O,-5
Cc1cc(=O)n(Cc2cccc(F)c2)c2c1c(C)nn2-c1cccc(F)c1,-4
CC(=O)Oc1ccc(O)c2c1C(=O)C=CC2=O,105*

Remaining list, next part
ROC1-CUL1 inh	smiles
0	CC(=O)c1sc2nc3ccc(C)cc3cc2c1N
-1	CC1=Nc2cc(C(=O)NC3CCC(C)CC3)ccc2Sc2c(C)ccc(C)c21 (stereo not given)
6	CN1CCN(C2Cc3ccccc3Sc3c(O)cccc32)CC1 (stereo not given)
-3	C=CCNC(=O)c1c(C)cc(Cl)nc1OC
9	CCCn1ncc(-c2ccnc(N(C)Cc3nonc3C)n2)c1C
5	O=C(c1ccc(N2CCCCC2)cc1)N1CCc2ccccc2C1
-6	COc1cc(C(=O)NCc2ccc(C)cc2)cc(OC)c1OC
7	Cc1ccc(NC(=O)Cn2c(=O)n(CCCCC(=O)NCc3ccccc3Cl)c(=O)c3ccccc32)cc1
-5	O=C(Cn1cc(SCc2ccc(Cl)cc2)c2ccccc21)N1CCCC1
2	CCN1C(=O)C(O)(CC(=O)c2cccc(N)c2)c2ccccc21 (stereo not given)
-8	Cc1oc2ccc(O)c(CN3CCOCC3)c2c1C(=O)Nc1cccc(C(F)(F)F)c1
14	Cc1ccc(COc2ccccc2/C=C2\C(=O)NN(c3ccccc3)C2=O)cc1
4	Cc1cccc(NC(=O)Nc2ccc(F)c(F)c2)c1C
-10	CCOC(=O)c1ccc(NC(=O)CSc2ncc(S(=O)(=O)c3ccc(C)c(Cl)c3)c(=O)[nH]2)cc1
4	c1ccc(-n2cc3sccc3n2)cc1
-2	CS(=O)(=O)N1CCCC(N2CCN(Cc3ccc4c(c3)OCO4)CC2)C1 (stereo not given)
0	COc1cc(C)c(C(=S=O)S(=O)(=O)c2ccccc2)c(C)c1C(C)C
4	COc1ccc(CC(=O)NCC2CCCN(C3CCOCC3)C2)cc1 (stereo not given)
6	CCN1CCN(c2c(S(=O)(=O)c3ccc(OC)cc3)cnc3cc(OC)c(OC)cc23)CC1
1	O=C(CCSCCC(=O)NCc1ccc2c(c1)OCO2)NCc1ccc2c(c1)OCO2
-6	Cc1ccccc1CCNC(=O)C1CCN(C2NS(=O)(=O)C(c3ccc(F)cc3)C2C)CC1 (stereo not given)
2	CC(C)(CO)CNC(=O)C1CCC(=O)N(C2CCCCCC2)C1 (stereo not given)
5	CCCN1CCN(CCCNC(=O)Cn2nc(C)n3c(cc4cc(F)ccc43)c2=O)CC1
-5	O=C(Nc1ccc(CCC(=O)N2CCCC2)cc1)c1cncc(Br)c1
6	Cc1ccc(S(=O)(=O)NCc2cccnc2)cc1
14	COc1cccc(-c2cc(=O)[nH]c(N3CCN(C)CC3)n2)c1
3	CC(=O)Nc1sc2c(c1CN1CCN(Cc3ccccc3)CC1)CCCC2
-17	CCOc1ccccc1CNC(=O)CSc1n[nH]c(-c2ccccc2Cl)n1
4	CCCSc1nnc2c(n1)OC(c1cc(Cl)ccc1OC)N(C(C)=O)c1ccccc1-2 (stereo not given)
3	Cc1ccccc1NC(C#N)c1ccc(Br)cc1 (stereo not given)
-3	Cc1cccc(N2C(=O)CSC23C(=O)N(C)c2ccccc23)c1 (stereo not given)
-1	CC(=O)c1sc(N2C(=O)C(=O)C(C(=O)c3cc4ccccc4o3)C2c2ccc(F)cc2)nc1C (stereo not given)
-4	COC(=O)c1c(NC(=O)c2nn(C34CC5CC(CC(C5)C3)C4)cc2[N+](=O)[O-])sc2c1CCC(c1ccccc1)C2 (stereo not given)
-2	COc1ccc([N+](=O)[O-])cc1NC(c1ccccc1)(c1ccccc1)c1ccccc1
-4	Nc1ccc(Sc2ccc(N3C(=O)c4ccc(N)cc4C3=O)cc2)cc1
0	COc1ccc(NC(=O)c2oc3ccccc3c2NC(=O)Cc2coc3cc(C)ccc23)cc1
-10	Cc1c(F)cccc1NC(=O)CSc1nnc(Cc2ccccc2)o1
2	O=C(Nc1ccc(N2CCN(C(=O)c3ccccc3)CC2)cc1)c1ccccc1Cl
-4	CC(C)N(Cc1cnn(C)c1)C(=O)c1cc(COc2ccc3c(c2)OCO3)[nH]n1
-7	COc1ccc(NC(=O)CCn2cnc3onc(-c4ccc(F)cc4)c3c2=O)cc1OC
-5	Cc1cc(C)n(CC2(c3ccccc3)OC(=O)C2C)n1 (stereo not given)
2	COc1ccc(CNC(=O)CSc2nnc(NC(=O)COc3ccccc3)s2)cc1
-7	O=C(/C=C\c1ccc2c(c1)OCO2)NC1CC(=O)N(c2ccccc2)C1 (stereo not given)
2	c1ccc(-c2n[nH]c3c2CN(Cc2ccc(Oc4ncccn4)cc2)CC3)cc1
1	COc1ccccc1OC(=O)c1ccccc1F
6	Cc1nc(CC(C)C)cc(C(=O)N2CCN(c3cnn(C)c(=O)c3)CC2)n1
-4	CCOc1ccc(N2C(=O)CC(NCc3ccc(Cl)c(Cl)c3)C2=O)cc1 (stereo not given)
-8	CCc1ccc(C(C)NC(=O)c2ncn[nH]2)cc1 (stereo not given)
7	C=C(C)COc1ccc(C(=O)NC2CCCCC2)cc1
-6	Cc1ccc(Cl)cc1N1CCN(S(=O)(=O)c2ccc3c(c2)CC(C)N3C(=O)C2CCC2)CC1 (stereo not given)
-3	Cc1ccc(C(=O)/C(C#N)=N\Nc2ccccc2Cl)cc1
-7	Cc1ccc(-c2cc(C(=O)NC(C)(C)CO)no2)cc1
2	Cc1ccc(S(=O)(=O)c2nnn3c2nc(N2CCCCC2)c2sccc23)cc1
-2	CC(=O)N1C(=O)C2(c3ccccc31)c1c(n[nH]c1-c1ccccn1)OC(=N)C2C#N (stereo not given)
-8	O=C1NC(=O)N(c2ccc(Cl)cc2)C(=O)C1C=Nc1ccc(C(=O)N2CCOCC2)cc1 (stereo not given)
-3	CC1CCc2sc(C(=O)N3CCN(c4ccccn4)CC3)cc2C1 (stereo not given)
13	C=CCS(=O)(=O)N1CCC(C2CCN(CC(C)C)CC2)C1 (stereo not given)
11	CC(/C=C1\SC(=O)N(CC(=O)N=C2C(=O)N(c3ccccc3)N(C)C2C)C1=O)=C\c1ccccc1 (stereo not given)
-1	CCCc1noc(-c2ccc(NCc3ccccc3OC)c([N+](=O)[O-])c2)n1
-2	CC(C)c1cc(CNC(=O)c2coc(COc3cccc4cccnc34)n2)on1
-7	COc1cccc(-c2cn3c(n2)sc2cc(C(=O)NCc4cccs4)ccc23)c1
-8	COc1ccccc1NC(=O)C(Cc1ccccc1)NS(=O)(=O)c1ccc2c(c1)c(=O)n(C)c(=O)n2C (stereo not given)

Quoted at random: two compounds from above.
ROC1-CUL1 inh	smiles
-2	CC(=O)N1C(=O)C2(c3ccccc31)c1c(n[nH]c1-c1ccccn1)OC(=N)C2C#N (stereo not given)
2	Cc1ccc(S(=O)(=O)c2nnn3c2nc(N2CCCCC2)c2sccc23)cc1
